PNC inhibitor: High Content Assay for Compounds that inhibit the Assembly of the Perinucleolar Compartment; PC3M PTB-GFP, PNC prevalence imaging, 16 h; stronger effect = lower value; activity change (PNC), negative = inhibition, % at 10 µM; hit rate 3.1% among 140,000; AID 2417, 2010;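 active = readout at or below -70, meaning at least 70% loss of cells showing the perinucleolar compartment, a nuclear body marking cancer cells; inconclusive = readout between -30 and a set limit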;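 note: plate controls were DMSO wells for no effect and camptothecin positive control wells for full effect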
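Compounds are pinned in duplicate onto adhered PC3M cells stably expressing GFP-tagged PTB and incubated 16 h at 37 C. Cells are then fixed, nuclei stained with Hoechst, and PNC-positive cells counted.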
IMPase inh: qHTS Assay for Identifying the Cell-Membrane Permeable IMPase Inhibitors; Inositol monophosphatase 1 (Rattus norvegicus), P97697; CHO-M1 cells, IP1 accumulation, HTRF TR-FRET ratio; inhibition (IP1 accumulation), % at 46.1 µM; 120,000 tested, under 10 active; active = well fitted curve in the direction sought with a large enough effect in the signal ratio, not every such curve was filed as active; inconclusive = small, poorly fitted or top-dose-only effect, or a change in a side signal; inactive = no such curve, though single readings can be large or run the other way; the % refers to the signal ratio;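 note: cells stimulated with carbachol in lithium chloride buffer; plate controls were DMSO basal wells for no effect and reference inhibitor wells for full effect; higher means more IMPase inhibition seen as more IP1 and lower FRET ratio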
Target sequence (P97697 whole entry, looked up): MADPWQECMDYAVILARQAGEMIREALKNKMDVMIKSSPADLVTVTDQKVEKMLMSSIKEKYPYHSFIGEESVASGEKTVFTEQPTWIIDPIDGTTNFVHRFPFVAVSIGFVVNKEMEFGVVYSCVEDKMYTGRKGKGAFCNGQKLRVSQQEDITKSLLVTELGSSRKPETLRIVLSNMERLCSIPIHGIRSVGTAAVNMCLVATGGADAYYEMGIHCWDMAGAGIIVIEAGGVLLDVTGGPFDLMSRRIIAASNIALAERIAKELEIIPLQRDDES
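Elevated IP1 in lysates lowers TR-FRET signal (665/620 ratio and 620 channel reported). Cells were CHO-M1, given carbachol (50 uM as added) plus 50mM LiCl, pH 7.4, 30 min, 37C; compounds titrated up to 46 uM; AC50 by Hill equation.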
ALOX12 inhib: qHTS Assay for Inhibitors of 12-hLO (12-human lipoxygenase); Polyunsaturated fatty acid lipoxygenase ALOX12 (Homo sapiens), P18054; purified 12-hLO, xylenol orange hydroperoxide absorbance; Potency, µM (top dose mostly 57.1 µM), for inactives: at the highest dose activity change, negative = inhibition, most hits filed as inhibitors; hit rate 0.12% among 150,000; note: potency is the fitted concentration of half-maximal effect; nearly all actives have a fitted effect of over 55% in size; many of its hits are not listed in these tables
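Hydroperoxide formation by human 12-lipoxygenase from 40 uM arachidonic acid was followed colorimetrically via ferric-xylenol orange complex, using the 573/405 nm absorbance ratio. Enzyme concentration was 150 nM, with 30 min reaction at room temperature.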
15-hLO-2 inh: qHTS Assay for Inhibitors of 15-hLO-2 (15-human lipoxygenase 2) | Polyunsaturated fatty acid lipoxygenase ALOX15B (Homo sapiens), O15296 | purified 15hLO-2, xylenol orange hydroperoxide absorbance | Potency, µM (top dose mostly 57.1 µM), for inactives: top-dose activity change, negative = inhibition, actives largely listed as inhibitors | hit rate 0.56% among 110,000 | AID 881, 2007; note: potency is the fitted concentration of half-maximal effect; nearly all actives have a fitted effect of over 60% in size; many of its hits are not listed in these tables
Target sequence (O15296 whole entry, looked up): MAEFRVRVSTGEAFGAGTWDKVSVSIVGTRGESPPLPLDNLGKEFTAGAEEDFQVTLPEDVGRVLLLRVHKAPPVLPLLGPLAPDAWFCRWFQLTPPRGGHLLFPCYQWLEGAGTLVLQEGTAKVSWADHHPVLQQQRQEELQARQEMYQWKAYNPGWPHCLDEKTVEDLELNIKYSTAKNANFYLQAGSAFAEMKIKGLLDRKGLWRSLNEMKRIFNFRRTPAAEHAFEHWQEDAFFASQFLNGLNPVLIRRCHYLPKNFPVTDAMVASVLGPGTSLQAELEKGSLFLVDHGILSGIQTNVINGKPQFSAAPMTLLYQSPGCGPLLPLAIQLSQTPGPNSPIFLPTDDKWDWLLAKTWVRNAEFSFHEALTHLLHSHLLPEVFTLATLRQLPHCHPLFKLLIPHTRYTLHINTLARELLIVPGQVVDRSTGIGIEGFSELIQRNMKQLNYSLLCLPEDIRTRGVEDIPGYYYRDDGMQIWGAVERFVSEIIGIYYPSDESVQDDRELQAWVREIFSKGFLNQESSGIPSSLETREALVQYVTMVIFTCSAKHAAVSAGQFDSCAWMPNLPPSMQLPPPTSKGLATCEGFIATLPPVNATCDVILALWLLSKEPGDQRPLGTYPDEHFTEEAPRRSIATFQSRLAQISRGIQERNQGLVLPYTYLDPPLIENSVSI
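Enzyme 50 nM, AA 45 uM, 25 mM Hepes pH 7.5 + 0.01% Triton X-100; cpd preinc 15 min RT, rxn 90 min RT; stop/detect with 200 uM XO + 300 uM Fe(II) in 50 mM H2SO4, 30 min; A573/A405.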
An asterisk follows results filed as active; u = inconclusive; x = not tested or not shown; & = joins results of further samples; [ ] = dose if it differs, or a comment. Unless noted, calls come from the whole dose curve; as a rule, active = well fitted curve in the direction sought with a large enough effect; inconclusive = small, poorly fitted or top-dose-only effect, or another doubt; inactive = no such curve, though single readings can be large; an effect the other way counts as inactive or inconclusive. Unless noted, % is set by controls: 0 for no effect and ±100 for the full control effect. The list is partial (hit frequency here may not be typical).

ALOX12 inhib,15-hLO-2 inh,IMPase inh,PNC inhibitor,Structure
-2%,x,x,u,COc1cc(C(=O)NCc2ccccc2)cc(Br)c1OC
-2%,-2%[2.29 µM],0,-20,CCC1Oc2ccc(C)cc2N(CC(=O)NCCCN2CCCCC2CC)C1=O (stereo not given)
0%,4%,-6,10,c1ccc(OCc2nc(-c3cccs3)no2)cc1
-3%,5%,u,34,COc1ccc(OC)c(S(=O)(=O)NC2CCN(Cc3ccccc3)CC2)c1
-2%,-18%,3,-18,O=C(CSc1nnc(-c2cccs2)n1-c1ccccc1)c1ccc2c(c1)OCCO2
-2%,18%,-8,5,Cc1nc(NC2=NCN(CCc3ccccc3)CN2)nc2ccccc12
-1%,x,-9,4,CCOC(=O)c1sc2ccccc2c1NC(=O)c1coc2ccccc2c1=O
3%,1%,x,x,CCC1=C(OC(=O)N(CC)CC)N2C(=O)OC(=NCc3ccccc3)[C@]2(C)[C@H]2C1=CC[C@H]1C(=O)N(CC(=O)OC)C(=O)[C@H]12
-12%,1%,4,-26,COC(=O)c1c(C(=O)OC)c2n(c1C)Cc1ccccc1C2
-5%,1%,1,7,O=C(CCNC(=O)c1ccc(Br)o1)NCc1ccc(Cl)cc1
4%,0%,-2,83,CCN1CCN(C(=S)Nc2ccc(Cl)cc2Cl)CC1
-17%,-13%,x,x,CO[C@H]1/C=C/O[C@@]2(C)Oc3c(C)c(O)c4c(O)c(c5c(c4c3C2=O)NC2(CCN(CC(C)C)CC2)N=5)=NC(=O)/C(C)=C\C=C\[C@H](C)[C@H](O)[C@@H](C)[C@@H](O)[C@@H](C)[C@H](OC(C)=O)[C@@H]1C
0%,x,x,u,COc1ccc(NS(=O)(=O)c2ccc(N3CCOCC3)c(NC(=O)c3ccc(OC)cc3)c2)cc1
8%,29%,8,10,CCN(CC)CCn1c(NCc2cccc(OC)c2)nc2ccccc21
3%,3%,3,u,O=C(COc1ccc(Br)cc1)N1CCC(c2ccccc2)C1 (stereo not given)
0%,15%,x,x,Cc1noc(C)c1C(=O)N1CCC2(CC1)CCN(c1ccccn1)CC2
4%,x,x,9,CC(C)Cn1c(N)c(C(=O)CSc2ccccc2)c(=O)n(C)c1=O
-4%,5%,1,22,COc1ccc(CNC(=O)c2ccc(N3CCCC3=O)cc2)cc1
-3%,-1%,5,u,CC(C)COC(=O)c1cc(-c2ccc(/C=N/n3cnnc3)o2)ccc1Cl
-1%,1%,4,-13,CCCNC(=O)COC(=O)c1[nH]c(C)c(C(=O)OCC)c1C
-12%,-10%,-4,3,COc1ccc(C(c2nnnn2C2CCCC2)N2CCc3ccccc3C2)cc1OC (stereo not given)
-3%,2%,4,11,CC(C)Oc1ccc(C2CC(=O)N(c3ccccc3)C2=O)cc1 (stereo not given)
6%,x,-3,-100*,Cc1ccc(NC(=O)c2ccccc2O)cc1
1%,-1%,6,12,CCCNc1nc2c(c(=O)[nH]c(=O)n2C)n1CCC(C)C
-6%&-4%,34%[activator],16,20,O=c1[nH]c2ccccc2n1CCCN1CCN(C(c2ccccc2)c2ccccc2)CC1
-1%,x,1,-111*,CCCCCc1nnc(NC(=O)Cn2cnc3ccccc3c2=O)s1
-9%,4%,7,23,O=C(CSc1nnc(-c2cccnc2)n1-c1ccccc1)NCc1ccc2c(c1)OCO2
-8%,-30%,11,13,CCc1cc(N2CCOCC2)cc2c1[nH]c1ccccc12
1%,-12%,-2,u,CS(=O)(=O)N1CCN(c2ccccc2NC(=O)C(c2ccccc2)c2ccccc2)CC1
-4%,12%,2,-6,Clc1ccc(-c2nnc(-c3ccccc3)c(N3CCSCC3)n2)cc1
4%,x,-3,-11,CCOC(=O)c1[nH]cnc1C(=O)NC(C)C
0%,3%[2.29 µM],2,u,COc1cccc2cc(C(=O)N3CCN(C(=O)c4ccco4)CC3)c(=O)oc12
-1%,-10%,5,73,COc1ccc(CN(C)C(c2ccccc2)c2nnnn2-c2ccccc2C)c(OC)c1C (stereo not given)
-6%,x,8,u,C/C(=N\S(=O)(=O)c1ccc(C)cc1)Nc1cc(C(C)C)c(O)cc1C
0%,11%,9,u,CCOc1c2ccc(C(=O)NCc3ccc(OC(F)(F)F)cc3)cc2nn1C
0%,8%,-3,50,Cc1ccc(NC(=O)c2sc3nc[nH]c(=O)c3c2C)c(C)c1

Full records from above.
CCOc1c2ccc(C(=O)NCc3ccc(OC(F)(F)F)cc3)cc2nn1C in the list: ALOX12 inhib: 0%; 15-hLO-2 inh: 11%; IMPase inh: 9; PNC inhibitor: u
CCc1cc(N2CCOCC2)cc2c1[nH]c1ccccc12 in the list: ALOX12 inhib: -8%; 15-hLO-2 inh: -30%; IMPase inh: 11; PNC inhibitor: 13

(next part)
ALOX12 inhib,15-hLO-2 inh,IMPase inh,PNC inhibitor,Structure
2%,2%,-1,24,Cc1cc(NC(=O)CN2CCN(c3ccccc3O)CC2)no1
4%,-5%,1,-1,Cc1ccc(SCc2noc(C(=O)NC(C)C)c2C(=O)O)cc1C
-7%,-1%,-29,9,CCOC(=O)c1c(NC(=O)CSc2nnc(-c3cccnc3)o2)sc(C(C)=O)c1C
u,0%,3,14,Cc1cc(C)c2cc(CN(CC3CCCO3)S(=O)(=O)c3ccc4c(c3)OCCO4)c(=O)[nH]c2c1 (stereo not given)
-3%,x,3,13,Cc1nn(-c2ccccc2)c(C)c1NC(=O)COc1ccc(Br)cc1Cl
0%,-3%,3,31,COc1ccccc1CNCc1cccs1
-9%,4%,-1,16,COc1ccc2c(=O)c(-c3ccccc3C)c(C)oc2c1
-1%,x,13,6,O=C(COC(=O)[C@H](Cc1ccccc1)NC(=O)c1cccs1)NC1CCCCC1
-1%,7%[2.29 µM],-6,u,COc1ccc2[nH]c(=O)c(CN(CCO)S(=O)(=O)c3ccc4c(c3)OCCO4)cc2c1
1%,-8%,1,16,CC1(C)Cc2c(sc(NC(=O)c3ccc(Br)o3)c2C#N)CO1
-1%,x,x,2,CCc1nnc(NC(=O)CCN(c2ccc(C)cc2)S(=O)(=O)c2ccccc2)s1
-8%,-21%,8,u,Cc1c(Br)cc(C(=O)NCc2ccco2)c(C)c1C
1%,9%,-4,u,Cc1cc(Nc2cccc(C(F)(F)F)c2)n2nc(C)nc2n1
-16%,-10%,-4,-2,CCc1ccc(Nc2oc(C)cc(=O)c2C(C)=O)cc1
-7%,10%,-1,34,CC(C)OC(=O)CSc1nnc(-c2ccc(C(C)(C)C)cc2)n1N
-1%,-4%,2,-19,Cc1ccc(N2C(=O)c3ccccc3C2Nc2ccc(S(=O)(=O)N3CCCCC3)cc2)nc1 (stereo not given)
3%,53%[activator],4,-22,Cn1c(CCN2CCN(c3ccc(F)cc3)CC2)nc2cc(NC(=O)c3ccco3)ccc21
2%[11.4 µM],-5%[11.4 µM],x,x,O=C1C[C@H]2C(=O)[C@@H]1[C@@H](C(=O)O)[C@H]2C(=O)O
5%,11%,3,32,c1ccc(N2CCN(c3ncnc4scc(-c5cccs5)c34)CC2)cc1
-12%,15%,5,50,CCC(=O)OCc1c(C(F)(F)F)nn(C)c1Sc1ccc(F)cc1
3%,7%,-20,-3,O=C(NCCCN1CCOCC1)c1cc2c(s1)CCCC2
1%,x,x,48,CCc1ccc(OCC(O)CN2CCC(CN3C(=O)c4cccc5cccc(c45)C3=O)CC2)cc1 (stereo not given)
2%,x,x,-89*,Cc1nc2c(cc1C(=O)N/N=C/c1ccc(O)c(O)c1)c(=O)n(C)c(=O)n2C
2%,4%,-1,-16,COC(=O)/C(=C\Nc1cccc(Cl)c1C)c1ncc(C(F)(F)F)cc1Cl
-1%,x,1,-4,Cc1cccc(NC(=S)/N=C(\N)Nc2nc(C)c3cc(C)ccc3n2)c1
-1%,x,-4,17,O=C(Nc1ccc(-c2noc(-c3ccccc3F)n2)cc1)c1cccs1
3%,-5%,3,-13,COc1ccc(-c2c(C#N)c(SCc3c(C)noc3C)nc3c2C(=O)CC(C)(C)C3)cc1
-6%,-5%,-3,-107*,CCCS(=O)(=O)c1nc(S(=O)(=O)c2ccc(C)cc2)c(NCCN2CCOCC2)s1
-1%[0.00818 µM],5%[0.0915 µM],x,x,CCOC(=O)C1C/C(=C\C(C)=O)c2cccc(C(F)(F)F)c2O1 (stereo not given)
-2%,1%,4,41,CCc1cccc(C)c1NC(=O)CN1C(=O)c2ccccc2S1(=O)=O
-21%,u,14,12,CN1/C(=C/C(=O)c2nc(S(C)(=O)=O)ncc2Cl)C(C)(C)c2ccccc21
-1%,0%,5,u,Cc1ccc(C(C(=O)NC2CCCC2)N(C(=O)c2csnn2)C2CCCC2)o1 (stereo not given)
-6%,1%,20,5,O=C(Cc1ccccc1)Nc1ccc(N2CCCC2)cc1
2%,12%,7,u,C/C(=N/NC(=O)c1cn(-c2cccc(C)n2)cn1)c1ccc(C)cc1
-3%,x,-5,320,S=C1NC2=C(CCCC2)C2(CCCCC2)N1
-3%,x,x,26,CCS(=O)(=O)N1Cc2ccccc2CC1C(=O)Nc1nc2c(C)cccc2s1 (stereo not given)
-1%,2%,7,15,O=C(NCCc1csc(-c2ccccc2)n1)c1cccs1
1%,-4%,5,u,CCOC(=O)C1CCCC(NS(=O)(=O)c2ccc(NC(C)=O)cc2)C1 (stereo not given)
3%,x,2,-14,COc1ccc2cnn(-c3ccccc3C)c(=O)c2c1OC
-5%,-9%,18,-5,O=[N+]([O-])c1ccc(N/N=C\c2cccn2-c2ccccc2)nc1
1%,x,x,-2,CC(C)c1onc(C(=O)N2CCCCC2)c1[N+](=O)[O-]
-4%,x,x,-6,Cc1cccc(NC(=O)CSc2nnc(CNC(=O)c3ccc(S(=O)(=O)N(C)C)cc3)n2-c2ccc(F)cc2)c1
-3%,0%,8,u,CCn1cc(C2=NC(C(C)C)CO2)c2ccccc21 (stereo not given)
0%,x,x,8,Cc1cccc(C)c1OCc1nnc(NC(=O)CSc2ccc(Cl)cc2)s1
3%,x,-2,65,CC(=O)NNC(=O)c1ccncc1
-4%,-7%,4,-14,CSc1nsc(SC)c1C(=O)N1CCN(S(=O)(=O)c2ccc(C)cc2)C1C (stereo not given)
-4%,-6%,-6,-26,CCOCCc1nnc(NC(=O)c2cccs2)s1
-5%,3%,13,-12,CCCC(C(=O)NCc1ccc(OC)cc1)N(Cc1ccco1)C(=O)c1snc(C(N)=O)c1N (stereo not given)
-1%,-17%,-5,12,CCn1cc(C(=O)O)c(=O)c2cnc(N3CCN(C(=O)Nc4cccc5ccccc45)CC3)nc21
-5%,-4%,-6,-1,COCCN(CCOC)S(=O)(=O)c1ccc(C(=O)NCCCN2CCOCC2)cc1
1%,4%,10,-2,COc1ccc(C(C)=O)cc1CN(C)C
-3%,x,x,101,CCCCNC(=O)/C(C#N)=C/c1ccc(-c2ccc(S(=O)(=O)N3CCOCC3)cc2)o1
2%,2%,x,x,Cn1cccc1C(=O)N1CCC[C@@]2(CCN(Cc3ccccc3)C2)C1
-7%,4%,-1,-23,Cc1cccc(C)c1NC(=O)CN(C)CC(=O)Nc1cc(Cl)ccc1C#N
-3%,x,x,-118*,CN(C)c1ccc(/C=N\Nc2nc(-c3ccccc3)cc(=O)[nH]2)cc1

Bioassay records (PubChem BioAssay)
